RmlCD inh mix – mixture blocks RmlC and RmlD coupled enzyme activity; AID 1532; inhibition, % at 5.5 µM; 0.39% of 110,000 active; RmlC/RmlD coupled enzyme inhibition, 384-well mixture HTS; in the data active means inhibition above about 30%, passing the limit was not always enough; further: strong numbers were not always called active
HIV RNase H inh – inhibitors of HIV-1 reverse transcriptase RNase H; P04585; RT-RNase H RNA/DNA duplex cleavage, fluorescence; inhibition, % at 10 µM; 1.9% of 65,000 active; in the data active means inhibition above about 50%
Active calls of the source: *; i = inactive; nt = not tested or not shown. These rows are one share of the data. The share of hits here may be higher or lower than overall.

nr	smiles	RmlCD inh mix	HIV RNase H inh
1	Cc1nn(C)cc1C(=O)Nc1cc(Oc2ccc(Cl)cc2)cc([N+](=O)[O-])c1	-8	nt
2	CC1CCCC(NC(=O)COC(=O)c2ccccc2NC(=O)c2ccco2)C1C (centres undefined)	8	nt
3	C=C(C)Cn1c(=S)[nH]c2ccccc2c1=O	1	nt
4	CCOC(=O)c1sc(NC(=O)C(CC)Sc2nnc3c4ccccc4n(CC)c3n2)nc1C (centres undefined)	nt	26
5	Cc1cc(C)n(-c2nc(-n3nc(C)cc3C)c3c4c(sc3n2)COC(C)(C)C4)n1	nt	8
6	O=c1ccc2ccc(OCc3nnc(-c4ccccc4Br)o3)cc2o1	5	-8
7	Cc1ccc(S(=O)(=O)N2CCC(C(=O)Nc3ccc4c(c3)OCO4)CC2)cc1	5	nt
8	CC1(C)Cc2c(C#N)c(OCC(=O)c3ccc(Cl)cc3)nc(-c3ccco3)c2CO1	-13	-2
9	CONC(=O)c1cc(OCC(F)(F)F)ccc1OCC(F)(F)F	-18	nt
10	CCOC(=O)C1=C(CNCCc2ccc(Cl)cc2)NC(=O)NC1c1ccc2c(c1)OCO2 (centres undefined)	8	-2

Full records as entered above. Order of screens: RmlCD inh mix | HIV RNase H inh
Entry for C=C(C)Cn1c(=S)[nH]c2ccccc2c1=O : 1 | nt
Entry for CONC(=O)c1cc(OCC(F)(F)F)ccc1OCC(F)(F)F : -18 | nt
Entry for Cc1ccc(S(=O)(=O)N2CCC(C(=O)Nc3ccc4c(c3)OCO4)CC2)cc1 : 5 | nt
Entry for Cc1cc(C)n(-c2nc(-n3nc(C)cc3C)c3c4c(sc3n2)COC(C)(C)C4)n1 : nt | 8
Entry for O=c1ccc2ccc(OCc3nnc(-c4ccccc4Br)o3)cc2o1 : 5 | -8

New compounds follow:
nr	smiles	RmlCD inh mix	HIV RNase H inh
11	CCOC(=O)C1CCN(c2ncnc3c2oc2ccc(Cl)cc23)CC1	3	-18
12	O=P1(Nc2cccnc2)COc2ccccc2OC1	-1	-6
13	CN1C(=O)CC(C(=O)O)SC1=Nc1cc(Cl)c(O)c(Cl)c1 (centres undefined)	6	nt
14	Cc1ccc(Cl)cc1N1CCN(C(=O)C2CCN(S(=O)(=O)c3cccnc3)CC2)CC1	-10	-9
15	Cc1ccc(NC(=O)CS(=O)CC(=O)N(c2ccc(C)cc2)C(C)C(=O)NC2CCCCC2)cc1 (centres undefined)	-10	nt
16	N#Cc1cccc(NC(=O)CC2CCCCC2)c1	-7	-11
17	Cc1nnsc1C(=O)NC(C)C12CC3CC(CC(C3)C1)C2 (centres undefined)	-11	nt
18	COc1ccc(/C=C(/C(=O)Nc2ccccc2C(=O)N2CCCC2)c2ccccc2)cc1	-7	nt
19	CCCN(CCC)CCNc1c(NC2CCN(C(=O)OCC)CC2)c(=O)c1=O	-6	nt
20	CCC(C)N1CCN(C(=O)c2cccs2)CC1 (centres undefined)	17	nt
21	c1cncc(-c2nnc3n2CCC3)c1	-6	-9
22	O=C(Nc1ccccc1)c1ccccc1NC(=O)C1CCCCC1	3	nt
23	CC1(C)CC(O)C(CCC(O)c2ccccc2)C(C)(C)N1 (centres undefined)	-10	-11
24	CCOc1ccc(NC(=O)CNC(=O)c2cn(-c3ccccc3OC)c(=O)c3ccccc23)cc1	-3	nt
25	Cc1nn(C)c(C)c1N1C(=O)c2cccc3c(Br)ccc(c23)C1=O	2	nt
26	CC1CCN(C(=O)c2cccc(S(=O)(=O)N3CCCCC3)c2)CC1	8	-9
27	COc1ccc(/C=C/C(=O)c2ccc(Cl)s2)cc1O	7	nt
28	OCCCn1c(C2CCCN2c2nc(-c3ccc(Cl)cc3)cs2)nc2cc(Cl)c(N3CCCCC3)cc21 (centres undefined)	4	nt
29	CC(=O)/C=C1/SC(CC(=O)O)C(=O)N1c1ccccc1 (centres undefined)	-52	nt
30	O=C(C1CC1)N1CCc2cc(Br)cc(S(=O)(=O)NCCN3CCOCC3)c21	1	-14
31	CC(C)C(c1nnnn1CCc1ccccc1)N1CCN(C(=O)c2ccco2)CC1 (centres undefined)	52	-1
32	O=C(COC(=O)CCC(=O)c1cccs1)Nc1ccc(S(=O)(=O)N2CCOCC2)cc1	nt	3
33	CCCCOC(=O)Nc1cc(Cl)ccc1C	2	nt
34	Nn1c(SCc2nc3ccccc3[nH]2)nnc1-c1ccccc1	4	nt
35	CCN(CC)C(=O)c1ccc(C)c(Br)c1	4	-10
36	COc1ccc(Br)cc1-c1noc(-c2ccccc2)n1	0	2
37	C=CCNC(=O)c1ccccc1NC(=O)Nc1ccccc1	8	-2
38	COc1ccc(CCNc2cc(=O)[nH]c(N)n2)cc1	-5	2
39	O=C(c1ccc2c(Cl)c3c(nc2c1)CCCC3)N1CCN(c2ccc(F)cc2)CC1	-10	nt
40	CC(C)c1cc(C(F)(F)F)n2nc(C(=O)Nc3ccc4c(c3)OCO4)cc2n1	3	-3
41	O=C1CCC(C(=O)OCC(=O)N2N=C3/C(=C/c4ccccc4)CCCC3C2c2ccccc2)N1 (centres undefined)	-3	nt
42	O=C1Nc2cc(Cl)ccc2C1(N1CCNCC1)C(F)(F)F (centres undefined)	8	-11
43	Cn1nnnc1SCCNCc1cccnc1	-5	-4
44	COc1ccc(N2CC(C(=O)OCC(=O)NCc3ccccc3)CC2=O)cc1 (centres undefined)	-2	nt
45	O=C(CSc1n[nH]c(-c2cccs2)n1)NCc1cccs1	-8	-7
46	COc1cccc(-n2nnc3c(=O)n(Cc4cccc(C)c4)cnc32)c1	-12	-41
47	O=C(c1ccco1)N1CCN(C/C=C/c2ccccc2)CC1	-7	-10
48	CCNc1nc(N)nc(-c2cc(Cl)ccc2OC)n1	-15	nt
49	CCOc1ccc2[nH]c(=O)c(CN(CCO)C3(c4nnnn4C4CCCCC4)CCCCC3)cc2c1	nt	3
50	CC1(C)N=C(c2cccs2)C(C)(C)N1O	-1	nt
51	CCCOC(=O)c1ccc(NC(=O)c2ccoc2C)cc1	4	6
52	COc1ccc2oc(-c3ccccc3)c(C(N)=O)c2c1	i	0
53	CC1(C)Cc2c(c(-c3ccccc3Cl)[nH]c(=O)c2C#N)CO1	3	4
54	N=c1oc2c3c4c(cc2cc1C(=O)Nc1ccccc1)CCCN4CCC3	22	-3
55	CNC(=S)NNC(=O)CCn1nc(C)c(Br)c1C	0	nt
56	Cc1ccc(NC(=O)CS(=O)CC(=O)NC2CCN(Cc3ccccc3)CC2)c(C)c1 (centres undefined)	-5	3
57	CS(=O)(=O)NC1c2cccc3cccc(c23)C1Sc1nncn1/N=C/c1ccco1 (centres undefined)	15	5
58	O=C1c2ccccc2C(=O)N1CCc1csc(-c2ccccc2)n1	-9	nt
59	Cc1nn(Cc2c(Cl)cccc2Cl)c(C)c1NC(=O)c1cnn2c(C(F)F)cc(-c3ccccc3)nc12	5	nt
60	O=C(Cn1cc2c(n1)CCCCC2)Nc1ccc(F)cc1F	8	-18

(further entries)
nr	smiles	RmlCD inh mix	HIV RNase H inh
61	Cn1c(-c2ccc3c(c2)OCO3)cnc1NCc1ccc(Cl)cc1	-3	-4
62	CCCC(=O)Nc1ccc(S(=O)(=O)Nc2cc(C)nc(C)n2)cc1	11	3
63	CCOC(=O)c1[nH]c(C)c(C(=O)NC2CCCC2)c1C	-10	-9
64	c1ccc2nc(-c3ccc4c(c3)OCO4)ccc2c1	-39	nt
65	O=C(Nc1ccc(S(=O)(=O)N2CCc3ccccc32)cc1)c1ccc2c(c1)OCO2	-10	-4
66	COc1ccc(-n2c(C)cc(C(=O)NC3CCCCC3)c2C)cc1	-15	nt
67	CCCOc1ccc(-c2nnn(CC(=O)OCC)n2)cc1	15	-2
68	CCOC(=O)n1c(=O)oc2ccccc21	10	nt
69	COc1nc(-c2ccccc2)cc(C(F)(F)F)n1	-9	-11
70	O=C(CCS(=O)(=O)c1cccc2nsnc12)NC1CCCCC1	-3	nt
71	Cc1occc1C(=O)Nc1cc(C(C)(C)C)on1	-2	-3
72	Cc1cccc2cc(C(c3nnnn3Cc3ccccc3)N3CCCc4ccccc43)c(=O)[nH]c12 (centres undefined)	-7	nt
73	CC1CC(C)CN(S(=O)(=O)c2ccc(F)c(C(=O)Nc3ccc(Cl)cc3F)c2)C1 (centres undefined)	-1	nt
74	COc1ccc(CNC(=O)CSc2nc3nc(C)cc(C)n3n2)cc1	nt	0
75	CCCC(=O)c1cc2cc(Cl)ccc2oc1=O	6	-5
76	CN1CCC(NC(=O)c2cccs2)CC1	4	-8
77	Cc1ccc2c(c1)N(CC(=O)N(Cc1ccc3c(c1)OCO3)CC1CCCO1)C(=O)C(C)O2 (centres undefined)	-9	-4
78	CCOc1ccc(N2C(=O)CC(N3CCc4ccccc43)C2=O)cc1 (centres undefined)	-6	nt
79	COc1cc(NC(=O)CCCSc2nc(-c3ccco3)cc(C(F)(F)F)n2)cc(OC)c1OC	6	nt
80	Cc1ccccc1-c1nc2ccccc2o1	-1	nt
81	CCC(C)c1c(O)nc(SCC(=O)N2CCOCC2)[nH]c1=O (centres undefined)	5	3
82	COc1cc(C(=O)N2CCC(NC(=O)C(Cc3ccc(C)cc3)NC(C)=O)CC2)cc(OC)c1OC (centres undefined)	-14	-4
83	Cc1ccc(NC(=O)C(=O)NC(C)C2COc3ccccc3O2)cc1 (centres undefined)	11	nt
84	CCOc1ccccc1NC1c2ccccc2C(=O)N1c1ccc(C)cn1 (centres undefined)	-14	-7
85	O=C(CSc1nc2ccccc2s1)Nc1ncccn1	-3	-8
86	Cc1nc(SCC(=O)N2CCC(C(N)=O)CC2)n[nH]1	11	-8
87	Cc1c(C(=O)Nc2ccc3c(c2)OCO3)sc2ncn(CC(=O)N3CC(C)CC(C)C3)c(=O)c12 (centres undefined)	-7	nt
88	O=C(OC(C(=O)NC1CCCCC1)c1ccccc1)c1ccco1 (centres undefined)	-9	nt
89	CCOc1cc(N)c(Cl)cc1C(=O)NCC1CN(Cc2ccc(F)cc2)CCO1 (centres undefined)	-8	nt
90	CC1Cc2nc(SCC(=O)NCC3CCCO3)n(Cc3ccccc3)c(=O)c2S1 (centres undefined)	-17	0
91	O=C1Nc2c(Br)cc(Br)cc2C1(O)N1CCOCC1 (centres undefined)	-85	-11
92	CCOc1ncccc1C(=O)N1CCN(Cc2ccc3c(c2)OCO3)CC1	2	nt
93	CC12C=CC3(CN(Cc4ccccc4)C(=O)C3C1C(=O)NC1CC1)O2 (centres undefined)	-6	0
94	COc1ccc(OC)c(NC(=O)CSc2nnc(Cc3cccn3C)n2CCc2ccccc2)c1	-15	-18
95	Cc1[nH]c(=S)[nH]c(=O)c1Cc1ccccc1	3	-2
96	COc1cc(C2NC(=O)NC(C)=C2C(=O)OCc2ccc(C)cc2)cc(OC)c1O (centres undefined)	15	-20
97	NC(=O)CSc1ncnc2c1cnn2Cc1ccccc1	2	nt
98	CN(c1cccc(NS(=O)(=O)c2cccs2)c1)S(C)(=O)=O	-8	3
99	CC(C)NC(=O)C1CCN(Cc2cnn(-c3ccccc3)c2-n2cccc2)CC1	-13	-24
100	COc1cccc(Nc2c(F)c(OC)c(F)c(F)c2C(=O)O)c1	3	-7

Copied from above, compounds 98–100
nr	smiles	RmlCD inh mix	HIV RNase H inh
98	CN(c1cccc(NS(=O)(=O)c2cccs2)c1)S(C)(=O)=O	-8	3
99	CC(C)NC(=O)C1CCN(Cc2cnn(-c3ccccc3)c2-n2cccc2)CC1	-13	-24
100	COc1cccc(Nc2c(F)c(OC)c(F)c(F)c2C(=O)O)c1	3	-7

Remaining list, next part:
nr	smiles	RmlCD inh mix	HIV RNase H inh
101	Nn1cc(-c2ccccc2)nc1SCC(=O)NCCN1C(=O)CSC1=O	5	-2
102	COc1c(C(C)C)cc(NC(C)=O)cc1C(C)C	5	nt
103	C[C@@H]1O[C@@H](O[C@H]2[C@H](Oc3cc(O)c4c(c3)O[C@H](c3ccc(O)cc3)CC4=O)O[C@H](CO)[C@@H](O)[C@@H]2O)[C@H](O)[C@H](O)[C@H]1O	19	nt
104	CC(C)COC(=O)CCn1[nH]c(=O)c2ccccc2c1=O	7	6
105	CC1(C)CC(=O)C=C(Nc2cccc(O)c2)C1	-10	-6
106	O=C(Cn1c(=O)oc2cc(S(=O)(=O)N3CCc4ccccc43)ccc21)N1CCCCC1	6	-4
107	CCOCCn1c(=O)c2c(nc3n2CCN3c2ccc(C)cc2)n(C)c1=O	nt	-22
108	COC(=O)c1cc(NCc2cccs2)ccc1N1CCOCC1	-153	-8
109	O=S(=O)(Nc1nc2ccccc2[nH]1)c1ccccc1	2	-44
110	Cc1ccccc1-c1nnc(SCC(=O)Nc2ccc3c(c2)OCCO3)n1N	-5	3
111	CCOC(=O)c1sc(NC(=S)NC(=O)c2ccccc2Cl)c(C(=O)OCC)c1C	-11	nt
112	COc1ccc(OC)c(N(CC(=O)O)S(=O)(=O)c2ccc(OC)c(OC)c2)c1	0	0
113	CCOc1ccc(OCC)c(NC(=O)CSc2nc3cccnc3n2C)c1	nt	-19
114	Cc1cc(NC(=O)CSc2nnc(CNc3ccc(F)cc3)n2C2CCCCC2)no1	9	7
115	O=C(c1cc2ccccc2oc1=O)N1CCC2(CC1)OCCO2	7	-8
116	Cc1noc(NS(=O)(=O)c2ccc(NC(=O)c3ccoc3C)cc2)c1C	-11	12
117	O=C(NC(=O)c1cccc(F)c1)OC[C@@H]1CCCN2CCCC[C@H]12	1	1
118	COc1ccc(OC)c(N(CC(=O)Nc2cccnc2)S(=O)(=O)c2ccccc2)c1	8	nt
119	O=C1OCCC1N1C(=O)c2ccccc2S1(=O)=O (centres undefined)	-18	-3
120	COc1cc2cc(Oc3ccc4ccc(=O)oc4c3)c(=O)oc2cc1OC1OC(COC(=O)CC(C)(O)CC(=O)O)C(O)C(O)C1O (centres undefined)	15	nt
121	CCCc1nnc(SCC(=O)N2CCOCC2)n1C	-9	nt
122	COc1ccc(N2C(=O)CSC2c2cccc(F)c2)c(OC)c1 (centres undefined)	-15	-20
123	Cc1nnc(SCc2c(Cl)cccc2Cl)s1	2	nt
